# Cneo AK release – Cryptococcus neoformans cell lysis inducers, primary screen, AK release luminescence, single concentration | C. neoformans lysis, adenylate kinase release luminescence, 4 h; normalised: neutral wells 0, clomiphene wells 100 | lysis activity, % at 15 µM | 360,000 tested, 0.2% active;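 active = mean lysis activity across replicates of at least 80%, whatever share of replicates individually reach that level; inactive = mean lysis activity below 80%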
#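 Assay system: log-phase C. neoformans yeast / Quantity: yeast cell density of 5 × 10^6 cells/mL / Medium: fresh YPD growth medium / Compound: single dose / Timing: static 4 h at 37 °C with compound, 1 h detection / Measured by: adenylate kinase release luminescence / Read-out: lysis from increased AK signal / Benchmarks: Clomiphene as positive lysis control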
# C2C12 statin – suppressors of statin myotoxicity in C2C12 myotubes, primary screen, cell-based, single point, plate reader | C2C12 myotubes + simvastatin, ATP luminescence, 48 h; scaled: DMSO 0, geranylgeraniol control 100 | rescue of ATP level, % at 7.49 µM | 330,000 tested, 0.78% active | AID 602340, 2012;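 active = mean ATP rescue above about 67%, or every replicate alone reaching that limit, limit read from the data, passing the limit was not always enough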;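 note: myotubes were challenged with 10 µM simvastatin during compound exposure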
# miR122 inh – miR-122 Renilla sensor signal increase in Huh7, primary screen, miR-122 inhibitor project, cell-based, single point, plate reader. 340,000 tested, 0.3% active. Huh7 miR-122 Renilla luciferase sensor, 48 h; neutral wells = 0, positive control = 100. activation (reporter increase), % at 12.5 µM. AID 602342, 2012;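 active = mean replicate activation score at least 90 and every replicate individually at or above 90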;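 note: higher luciferase means less miR-122 activity so hits act as miR-122 inhibitors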
# PGC1a acetyl inh – inhibitors of PGC1a acetylation signal, primary screen, cell-based, U2OS, AlphaScreen, inhibitor mode. AID 651687, 2012. 350,000 tested, 0.17% active. inhibition, % at 15.6 µM. AlphaScreen anti-acetyl-lysine; with virally co-expressed GCN5 acetyltransferase;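 active = every replicate shows inhibition of at least 40%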;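 note: 0% = neutral control wells and 100% = positive control wells; some results beyond the cut were filed as inactive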
# FN deposition inh – inhibitors of fibronectin matrix deposition, primary screen, AH1F cells, Alexa488-fibronectin fluorescence, plate reader. AH1F fibroblasts, overnight. inhibition, % at 12.6 µM. AID 743247, 2014. 350,000 tested, 0.086% active;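 active = mean inhibition across replicates of 30% or more, regardless of how many single replicates reach that level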;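 note: positive control wells lacked labelled fibronectin entirely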
#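 Test system: AH1F fibroblast monolayer depositing Alexa488-labelled fibronectin into matrix. Input: 10000 cells per well. Technique: fluorescence, ex 485 nm, em 525 nm. Buffer or medium: DMEM plus 2% serum, read in PBS. Timing: 1 h cell adhesion before compound, then overnight fibronectin incubation. Compound: single dose, pinned. Read-out basis: inhibition from reduced deposited-fibronectin fluorescence.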
# F508del corr – F508del CFTR correction, initial screen, CFBE line, single point | 350,000 tested, 0.36% active | CFBE cells, YFP halide quenching; stimulated with forskolin plus potentiator P3; % fluorescence drop versus neutral controls | activity (quench increase), % at 7.58 µM;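 active = mean added fluorescence quench of at least 8% versus neutral control, with both replicates also reaching 8%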;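 note: cells transiently co-express mutant CFTR-F508del with the halide-sensitive YFP; corrector assay measuring rescue of mutant channel to the surface after 24 h compound exposure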
# PglD inh – C. jejuni PglD acetyltransferase inhibitors, primary screen, biochemical, DTNB colorimetric, single point. UDP-N-acetylbacillosamine N-acetyltransferase PglD (Campylobacter jejuni). purified PglD enzyme, DTNB colorimetric CoA detection. AID 602405, 2012. 360,000 tested, 0.098% active. inhibition, % at 12.5 µM; in the data active = inhibition above about 16%, passing the limit was not always enough; note: strong numbers were not always called active
# GSIS activator – GLuc luminescence reporter in INS-1E cells, primary screen for activators of glucose-dependent secretion of insulin; INS-1E GLuc reporter insulin secretion, 2-3 h; activation, % at 16.6 µM; 370,000 tested, 0.61% active; AID 743287, 2014;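 active = lowest replicate activation of at least 40%, so every replicate reaches that level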;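 note: 0% = median of neutral control wells and 100% = median of IBMX positive control wells; some compounds called inactive have numbers as strong as hits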
# * hit, by the source's call; x = not tested or not shown; & = joins results of further samples; [ ] = another dose, or the depositor's remark.
canonical_smiles	Cneo AK release	C2C12 statin	miR122 inh	PGC1a acetyl inh	FN deposition inh	F508del corr	PglD inh	GSIS activator
CN(C)CC(=O)Nc1ccc2c(c1)[C@@H]1C[C@H](CC(=O)NCc3cccc(F)c3)O[C@H](CO)[C@@H]1O2	-4	-4	-6[16.7 µM]	1	x	-2.1	-1	19
COc1ccccc1NC(=O)Nc1ccc2c(c1)C(=O)N(C)C[C@@H](OC)[C@@H](C)CN(C)[C@H](C)CO2	-1	-16	x	-19	1	1.8	6	7
CCC1(C)COC2(OC1)C(=O)Nc1ccccc12 (stereo not given)	5	-5	8	0	-14	x	0	x
COc1cccc(C(=O)Nc2ncc3c(n2)CC(c2ccc(OC)cc2OC)CC3=O)c1 (stereo not given)	2	-13	42	x	x	x	-2	x
CC(=O)N1CCCCN2[C@H](CO)[C@H](c3ccc(-c4ccc(C)cc4)cc3)[C@@H]2C1	-1	x	4[16.7 µM]	5	x	0.3	0	-9
O=S(=O)(Nc1ccc(Br)cn1)c1ccc2ccccc2c1	3	6	24	x	-3	2.1	-1	-11
O=C([C@@H]1[C@@H](CO)[C@@H]2Cn3c(cccc3=O)[C@H]1N2Cc1cocn1)N1CCCCC1	-3	-3	x	x	-3	x	-4	8
CCCNC(=S)N1CCN(c2nc(-c3ccc(C)cc3)cs2)CC1	-5	13	-1	2	-4	2.9	3	10

# 2 records picked at random from the list so far, as already listed:
canonical_smiles	Cneo AK release	C2C12 statin	miR122 inh	PGC1a acetyl inh	FN deposition inh	F508del corr	PglD inh	GSIS activator
CC(=O)N1CCCCN2[C@H](CO)[C@H](c3ccc(-c4ccc(C)cc4)cc3)[C@@H]2C1	-1	x	4[16.7 µM]	5	x	0.3	0	-9
O=C([C@@H]1[C@@H](CO)[C@@H]2Cn3c(cccc3=O)[C@H]1N2Cc1cocn1)N1CCCCC1	-3	-3	x	x	-3	x	-4	8

# Remaining list, next part:
canonical_smiles	Cneo AK release	C2C12 statin	miR122 inh	PGC1a acetyl inh	FN deposition inh	F508del corr	PglD inh	GSIS activator
COc1cccc2c1C(=O)C=C(C)C2=O	1	x	-8	x	8	16*	4	-13
O=C(NNC(=O)C1CC=CCC1)c1ccccc1O (stereo not given)	0	1	-4	-10	5	-3.4	1	6
OCCCNc1nc(-c2ccc(Cl)cc2)nc2ccccc12	1	-22	x	x	10	0.4	-5	58*
CC(C)c1ccc(OCCCCCN2CCOCC2)cc1	4	-34	8	3	-8	-0.2	-2	7
C[C@H]1CN([C@@H](C)CO)C(=O)c2cc(NS(=O)(=O)c3ccccc3)ccc2O[C@H]1CN(C)C	0	-39	-1[16.7 µM]	-2	10	-2.2	4	4
COc1cccc2cc(C(=O)CS(=O)(=O)c3ccc(C(C)(C)C)cc3)c(=O)oc12	3	-3	-2	22	-8	-1.5	0	-1
COc1ccc2c3c(n(C)c2c1)[C@@H](CO)N(S(=O)(=O)c1ccc(C)cc1)CC31CCN(Cc2cccnc2)CC1	x	x	x	-5	11	-0.1	x	-17
O=C(CCc1nnc(C2(c3ccc(Cl)cc3)CCC2)o1)NC1CC1	x	x	x	9	1	-0.6	x	19
COc1ccc(C(=O)Cn2cc[n+](C)c2)cc1	0	2	0	3	9	0.9	1	5
CC(C)COc1ccc(CN=C(N)N=C(N)N)cc1Cl	0	-70	-3	x	0	-1.9	0	-12
COc1ccc(CCC(C)N2CCC(CO)(Cc3ccccc3)CC2)cc1 (stereo not given)	0	11	7	9	-5	-4.4	3	-15
CCCN(C)C[C@H]1OCCCC[C@@H](C)Oc2ccc(NS(C)(=O)=O)cc2C(=O)N([C@H](C)CO)C[C@@H]1C	x	13	8[16.7 µM]	12	x	0.9	x	8
COc1ccc(CN(C)C[C@@H]2Oc3c(NC(=O)C4CC4)cccc3C(=O)N([C@@H](C)CO)C[C@H]2C)cc1	6	-1	11[16.7 µM]	2	8	1.5	-1	-14
CCCCN1CCCCC1(C)C(=O)NCc1cccs1 (stereo not given)	-2	-4	-3	1	-5	-2.8	3	x
c1cc(C2OCCN2CC2COC3(CCCC3)O2)ccn1 (stereo not given)	2	-6	1	-42	x	x	-2	x
COc1cc(SC)ccc1C(=O)NC1CCCCC1	1	81*	2	9	0	x	1	x
COc1ccc([N+](=O)[O-])cc1NC(=O)CCN1CCOCC1	2	-7	-15	4	8	-3.8	21*	18
COc1cccc(NC(=O)C(NCC(C)(C)CN(C)C)c2ccccc2)c1 (stereo not given)	4	-4	6	62	-4	x	-1	x
CCCC#Cc1ccc([C@H]2[C@@H](CO)N(C(=O)C3CCC3)[C@H]2C#N)cc1	x	x	x	-20	-3	-0.6	x	1
Cc1cc(C)cc(Cn2c3ccc(NC(=O)NCCc4cccs4)cc3c(=O)n2C)c1	1	3	64	-4	2	0.7	4	x
CC(C)[C@@H](C(=O)OCC(=O)Nc1ccc2c(c1)OCO2)N1C(=O)c2ccccc2C1=O	-3	8	-2	4	x	x	4	x
O=[N+]([O-])c1cc(C(F)(F)F)cc([N+](=O)[O-])c1N1CCN(S(=O)(=O)c2ccccc2)CC1	7	x	7	-10	-1	x	-2	-34
COc1cccc(C(=O)NCC(=O)N/N=C(\C)Cc2ccccc2)c1	5	12	-2	-19	-1	-0.3	-2	2
C/C(N)=C(/C#N)C(=O)COC(=O)CNS(=O)(=O)c1ccc(F)c(F)c1F	-3	-4	-1	1	-6	1.4	-1	1
CC1CC(C)CN(S(=O)(=O)c2ccc3c(c2)oc(=O)n3CC(=O)NCCCOC(C)C)C1 (stereo not given)	0	-5	-2	-8	3	1.4	-1	-32
CCOC(=O)c1ccccc1NC(=O)COC(=O)CCC(=O)N1CCOCC1	3	2	x	x	3	-1.0	1	14
NC(=O)c1cc(S(=O)(=O)NCc2ccc(F)cc2)cs1	2	4	x	x	4	-2.4	-2	12
O=C(CN1CCN(S(=O)(=O)N2CCCCC2)CC1)Nc1ccc(Br)cc1	0	x	9	x	5	-0.9	-2	-22
C[C@@H]1O[C@@H](Oc2c(-c3ccc(O)c(O)c3)oc3cc(O)cc(O)c3c2=O)[C@H](O)[C@H](O)[C@H]1O	1&3	-1&12	29&-7	4&12	7&-2	4.2&-0.6	0&-8	-2
COc1cc(C(O)c2nc(-c3ccc(C)c(C)c3)cs2)ccc1F (stereo not given)	0	-26	-2	-2	-14	1.1	25*	-24
Cc1ccc(NC(=O)/C=C/C(=O)O)c(NC(=O)c2ccccc2)c1	0	-7	0	-4	4	0.3	-1	10
CO[C@@H]1CN(C)C(=O)c2ccc(NC(=O)C3CCCC3)cc2OC[C@H](C)N(CCC(F)(F)F)C[C@H]1C	-2	7	-8[16.7 µM]	2	-9	1.1	-1	-32
O=[N+]([O-])c1cccc(CN2CCN(S(=O)(=O)Cc3ccccc3)CC2)c1	-3	-9	-7	-2	2	0.7	6	7
C[C@@H]1CCCCO[C@@H](CN(C)C(=O)Cc2ccccc2)[C@H](C)CN([C@@H](C)CO)C(=O)c2cc(NC(=O)c3ccccc3)ccc2O1	0	x	-5[16.7 µM]	-6	-3	-0.5	1	-8
COc1ccc(NC(=O)c2cc(S(=O)(=O)NCC3COc4ccccc4O3)ccc2F)cc1 (stereo not given)	5	x	2	-8	1	x	-6	-39
CCC(=O)N(C)C[C@H]1Oc2cc(C#CCN(C)C)ccc2S(=O)(=O)N([C@H](C)CO)C[C@H]1C	47	-11	4[16.7 µM]	-5	-3	2.0	1	24
CCC(C)NC(=O)C1(O)c2cc(Br)ccc2NC(=O)N1c1cccc(OC)c1 (stereo not given)	2	0	1	x	-2	0.5	2	-9
Cc1ccc(C2(C)NC(=O)N(CC(=O)N3CCN(C(=O)c4cccs4)CC3)C2=O)cc1 (stereo not given)	1	2	-12	2	2	3.5	1	x
COC(=O)c1ccccc1NC(=O)CNC(=O)c1ccc(OC)cc1	0	2	-3	-8	-11	-0.6	-5	11
C/C=C/c1ccc2c(c1)O[C@H](CN(C)C(=O)Cc1ccccn1)[C@H](C)CN([C@H](C)CO)S2(=O)=O	-5	x	9[16.7 µM]	-1	-9	-0.8	8	14

# With a hit mark in GSIS activator, of those listed so far:
mol,miR122 inh,PGC1a acetyl inh,F508del corr,PglD inh,GSIS activator
OCCCNc1nc(-c2ccc(Cl)cc2)nc2ccccc12,x,x,0.4,-5,58*

# (cont.)
canonical_smiles	Cneo AK release	C2C12 statin	miR122 inh	PGC1a acetyl inh	FN deposition inh	F508del corr	PglD inh	GSIS activator
COc1ccc(/C=C(\NC(=O)c2ccc(OC)c(OC)c2)C(=O)N2CCN(C)CC2)cc1	1	-5	x	x	-5	-1.7	1	18
C[C@H](CO)N1C[C@H](C)[C@H](CN(C)Cc2cccc(C(F)(F)F)c2)Oc2ncc(C#CCN(C)C)cc2C1=O	-2	-1	-7[16.7 µM]	3	-1	-1.4	-5	24
CC1C(C#N)=C(N)OC2=C1C(=O)CC(c1ccccc1)C2 (stereo not given)	-2	-4	-4	10	x	-1.5	0	1
Cc1c(C)c2c(c(C)c1O)CCC(C)(C(=O)O)O2 (stereo not given)	-2	1	-10	-14	-4	-5.1	1	x
COc1ccc(/C=C/C(=O)NCCSCc2ccco2)cc1OC	x	21	x	-16	-4	-1.8	x	x
COc1ccc(CN2CCNC(=O)C2CC(=O)NCCc2cnccn2)cc1C (stereo not given)	4	7	-2	x	3	-2.6	-2	6
O=C(Cc1ccncc1)Nc1ccc2c(c1)[C@@H]1C[C@@H](CC(=O)N3CCCCC3)O[C@H](CO)[C@@H]1O2	16	1	4[16.7 µM]	12	-13	1.1	1	-17
COc1cccc(NC(=O)N2CC(=O)N3[C@@H](CO)[C@H](c4ccc(C#CC5CCCC5)cc4)[C@@H]3C2)c1	x	x	x	6	-13	1.5	x	-26
O=C(C[C@@H]1CC[C@H]2[C@@H](COC[C@@H](O)CN2C(=O)c2ccccc2F)O1)N1CCN(c2ccccc2)CC1	-3	9	1[16.7 µM]	0	-1	-0.9	-1	17
CS(=O)(=O)N1CCN(c2ccccc2F)CC1	1	5	0	3	-3	x	3	x
Cc1c(Cc2ccccc2)c(=O)oc2c(O)c(O)ccc12	x	x	0	-4	-2	-1.8	x	26
CCN(CC)CCn1c(=S)[nH]c2cc(C(=O)NCc3ccccc3Cl)ccc2c1=O	-2	-14	24	-13	10	-0.7	1	9
C[C@@H]1CCCCO[C@H](CN(C)C(=O)Nc2cccc3ccccc23)[C@@H](C)CN([C@@H](C)CO)C(=O)c2cc(NC(=O)Cc3ccccc3)ccc2O1	1	-14	1[16.7 µM]	-7	x	-6.2	-2	-5
COc1cc(C(=O)NC(=S)Nc2ccccc2N2CCOCC2)cc(OC)c1OC	80*	x	x	x	x	-3.6	-6	3
Cc1ccc(S(=O)(=O)NCCC(=O)N2CCN(c3ccccc3)CC2)cc1C	1	30	2	x	x	-1.8	2	x
Cc1ccc(S(=O)(=O)NCC[C@@H]2CC[C@@H](NC(=O)C3CCOCC3)[C@@H](CO)O2)cc1	1	-4	x	-6	7	-0.7	0	-6
